# Screening data (PubChem BioAssay)
# TSHR antag = Antagonists of the Thyroid Stimulating Hormone Receptor: HTS campaign. Thyrotropin receptor (Homo sapiens), P16473. TSHR-expressing cells, TSH-stimulated cAMP HTRF, 2 h; active compounds read low. activity change, negative = inhibition, % at 11.5 µM. hit rate 0.2% among 330,000;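 active = activity change below a set negative limit, meaning inhibition stronger than a set level, cut at about -70% in these data; inconclusive = activity change between two set negative limits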; note: % is set by controls: 0 for no effect and ±100 for the full control effect
# Target sequence (P16473 whole entry, looked up): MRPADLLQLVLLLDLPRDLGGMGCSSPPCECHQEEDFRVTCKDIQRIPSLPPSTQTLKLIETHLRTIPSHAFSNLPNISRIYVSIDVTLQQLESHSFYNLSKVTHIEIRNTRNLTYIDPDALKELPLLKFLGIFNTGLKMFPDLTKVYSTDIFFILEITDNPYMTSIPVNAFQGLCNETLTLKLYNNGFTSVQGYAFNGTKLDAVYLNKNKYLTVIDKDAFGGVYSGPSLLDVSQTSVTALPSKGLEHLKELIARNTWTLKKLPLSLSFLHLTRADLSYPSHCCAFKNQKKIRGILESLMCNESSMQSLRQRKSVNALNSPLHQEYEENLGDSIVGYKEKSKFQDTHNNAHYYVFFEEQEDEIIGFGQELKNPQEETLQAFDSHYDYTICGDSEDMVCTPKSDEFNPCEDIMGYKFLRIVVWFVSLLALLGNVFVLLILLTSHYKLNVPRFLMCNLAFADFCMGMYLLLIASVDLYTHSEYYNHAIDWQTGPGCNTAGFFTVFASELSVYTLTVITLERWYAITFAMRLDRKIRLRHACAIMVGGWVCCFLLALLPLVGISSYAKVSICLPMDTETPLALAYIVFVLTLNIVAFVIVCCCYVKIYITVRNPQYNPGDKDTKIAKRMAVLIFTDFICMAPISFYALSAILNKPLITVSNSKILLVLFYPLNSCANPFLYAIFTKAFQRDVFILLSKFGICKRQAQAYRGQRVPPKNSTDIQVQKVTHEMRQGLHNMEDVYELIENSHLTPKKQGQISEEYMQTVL
#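 Competitive HTRF cAMP read-out (cryptate anti-cAMP antibody, cAMP-d2; 30 min, room temperature) in freshly harvested TSHR cells. Compounds added before TSH at EC80 (4nM final), followed by 2 hours' incubation at 37 deg C.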
# TRPV1 ag = HTS Assay for Compounds that Act as Agonists of the Vanilloid Receptor 1; Transient receptor potential cation channel subfamily V member 1 (Homo sapiens), Q8NER1; TRPV1-expressing cells, Fluo-8 calcium influx, agonist mode; activation, % at 8.33 µM; hit rate 0.19% among 320,000; AID 540275, 2011; in the data active = activation above about 80%; inconclusive = between about 30% and that limit; note: 0% is about no effect
#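 TRPV1-expressing cells were cultured overnight at 35.5C and loaded with Fluo-8 calcium dye for 40 to 90 min at room temperature. After a 10 s baseline, compound was added and calcium influx was read kinetically for 3 min (ex 480/em 520 nm).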
# USP2a block = qHTS Assay for Inhibitors of Ubiquitin-specific Protease USP2a Using CHOP2 as the Reporter; Ubiquitin carboxyl-terminal hydrolase 2 (Homo sapiens), O75604; USP2 core, Ub-CHOP2 coupled fluorogenic reporter, 485/531; Potency, µM (highest dose often 38.3 µM), inactives show at the highest dose activity change, negative = inhibition, usual class: inhibitors; hit rate 0.01% among 330,000; AID 463254, 2010;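 note: potency is the fitted concentration of half-maximal effect; plate controls were DMSO wells for no effect and full inhibition by NEM control for full effect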
#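 Cell-free coupled assay: 10nM USP2 core preincubated 30min RT with compound in Tris-HCl pH 8.0/CaCl2/CHAPS buffer, then 25nM Ub-CHOP2 and 25nM reporter substrate; fluorescence (Ex 485/Em 531) read after 60min RT, normalized to NEM inhibition, concentration-response curves fitted.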
# Mito fusion yeast = qHTS Assay for Small Molecule Inhibitors of Mitochondrial Division or Activators of Mitochondrial Fusion | S. cerevisiae fusion-defective mutant growth rescue, CellTiterGlo 48 h | Potency, µM (top dose mostly 46.1 µM), for the others: at the highest dose growth rescue (activation), most hits filed as activators | hit rate 0.23% among 320,000;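 note: potency is the fitted concentration of half-maximal effect; % of control where 0% means no effect; nearly all actives have a fitted effect of over 45% in size; temperature-sensitive fusion mutants such as fzo1-1 at 37 °C on non-fermentable ethanol glycerol medium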
#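 Temperature-sensitive fusion-defective S. cerevisiae (e.g. fzo1-1, mgm1-5) were grown with compound in YPEG medium (3% ethanol, 3% glycerol) for 48 hours at 37C. Growth rescue was measured as viability by CellTiterGlo luminescence after 10 minutes at ambient.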
# KCNH2 WT inh = qHTS for Inhibitors of KCHN2 3.1: Wildtype qHTS. U2OS, BacMam KCNH2, thallium flux FluxOr; active compounds read low. activity change, % at 1.84 µM. hit rate 0.37% among 340,000;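 active = maximum activity change below -70%; inconclusive = maximum activity change between -70% and -50%; inactive = maximum activity change above -50%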; note: % is set by controls: 0 for no effect and ±100 for the full control effect
#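 U2OS cells were transduced with wild-type KCNH2 virus (2.03 x 10^8 / mL) for 4 h at room temperature, then cultured overnight at 37 C. Thallium flux was read with FluxOr dye. Rate constants were normalized to DMSO controls.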
# TCR activator = Activators of T cell receptors: qHTS campaign; primary human leukocytes, anti-CD3, IL-2 HTRF, 48 h; Potency, µM (series often up to 9.22 µM), for the others: top-dose activation of IL-2 secretion, usual class: activators; 330,000 tested, under 10 active; AID 504894, 2011; note: % of control where 0% means no effect
#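 Readout: HTRF IL-2, Eu-cryptate/d2 antibody pair, 320nm excitation, 665nm emission. Stimulus: a-CD3 beads, no co-stimulation. Cells: primary human leukocytes. Exposure: 48 hr with compound.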
# Eya2 inh = qHTS Assay for Inhibitors of the Phosphatase Activity of Eya2; Protein phosphatase EYA2 (Homo sapiens), O00167; recombinant Eya2, OMFP fluorescence dephosphorylation (OMFP is methylfluorescein phosphate); Potency, µM (highest dose often 76.9 µM), for inactives: at the top dose activity, negative = inhibition, most hits filed as inhibitors; hit rate 0.006% among 330,000; AID 488837, 2010; note: potency is the fitted concentration of half-maximal effect; % is set by controls: 0 for no effect and ±100 for the full control effect
#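 Eya2 (0.2 uM) preincubated 10 min at ambient with compound, then OMFP substrate added at 50 uM; 10 min reaction in 50 mM HEPES pH 7.5, 50 mM NaCl, 5 uM MgCl2, 0.05% BSA, 1 mM DTT. Fluorescence read at Ex 485/Em 525 nm.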
# KCNH2 3.1 block = qHTS for Inhibitors of KCHN2 3.1: Mutant qHTS | activity change, % (tested at about 1.8 µM) | Potassium voltage-gated channel subfamily H member 2, brain isoform KCNH2 3.1 (human) | U2OS KCNH2 3.1, thallium flux FluxOr; active compounds read low | AID 720553, 2013 | hit rate 0.95% among 340,000;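 active = maximum activity change below -70%; inconclusive = maximum activity change from -70% to -50%; inactive = maximum activity change above -50%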;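 note: thallium influx rate constant from kinetic fluorescence after stimulation buffer; % is set by controls: 0 for no effect and ±100 for the full control effect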
#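 Thallium flux read-out: FluxOr dye with Red40 quencher in HBSS/HEPES, 45 min at RT. Rate constants from kinetic reads were normalized to positive and negative DMSO controls. Cells: U2OS virally expressing the 3.1 isoform.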
# ELG1 repair inh = qHTS screen for small molecules that inhibit ELG1-dependent DNA repair in human embryonic kidney (HEK293T) cells expressing luciferase-tagged ELG1; HEK293T ELG1-luciferase reporter, luminescence, 16 h; DNA damage induced by 5-fluorouridine; Potency, µM (doses to about 46.1 µM), for inactives: at the top dose activity change, negative = inhibition, actives largely listed as inhibitors; hit rate 2.3% among 330,000; note: potency is the fitted concentration of half-maximal effect; % is set by controls: 0 for no effect and ±100 for the full control effect; nearly all actives have a fitted effect of over 55% in size
#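 Cells (2,000 per well) received 5-fluorouridine plus test compound or DMSO and were incubated 16 hr at 37 °C, 5% CO2. Luciferase activity was read by luminescence 30 min after ONE-Glo addition; signal suppression marked inhibition of damage-induced ELG1 function.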
# A-T KAP1 phos = qHTS Assay for Identifying a Potential Treatment of Ataxia-Telangiectasia; […] A-T fibroblasts, KAP-1 phosphorylation AlphaLISA; neocarzinostatin DNA damage 30 min before lysis; Potency, µM (series often up to 57.5 µM), without a hit: at the top dose activation, actives largely listed as activators; hit rate 0.19% among 320,000; AID 485349, 2010; note: potency is the fitted concentration of half-maximal effect; % of control where 0% means no effect; nearly all actives have a fitted effect of over 45% in size
#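 ATM-like activity read as KAP-1 phosphorylation via AlphaLISA donor/acceptor antibody pairs after lysis and 6 hr at 25C. Cells were ATM-null patient fibroblasts ([…], hTERT), dosed 60 min, then exposed to the DSB inducer NCS for 30 min.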
# * = called active by the depositor; ? = inconclusive; / = not tested or not shown; [ ] = remark or other dose. Unless noted, calls come from the whole dose curve; as a rule, active = well fitted curve in the direction sought with a large enough effect; inconclusive = small, poorly fitted or top-dose-only effect, or another doubt; inactive = no such curve, though single readings can be large; an effect the other way counts as inactive or inconclusive. Not all compounds are listed; rates above refer to the full screens.
SMILES,TSHR antag,TRPV1 ag,USP2a block,Mito fusion yeast,KCNH2 WT inh,TCR activator,Eya2 inh,KCNH2 3.1 block,ELG1 repair inh,A-T KAP1 phos
Cc1ccc(NC(=O)c2oc3ccccc3c2C)nc1,32,?,1%,4%,-12,-2%,8%,-4,?,1%
COc1ccc(Cl)cc1N/C(N)=N/c1nc(CSc2ccc(C)cc2)cc(=O)[nH]1,39,3,0%,-3%,18,9%,6%,-25,?,4%
Cc1ccc(-c2csc3ncnc(SCC(N)=O)c23)cc1,6,1,-1%,-6%,-3,2%,4%,-5,-22%,-4%
CCn1c(SCC(=O)NC2CCCCC2C)nnc1-c1ccc(OC)cc1 (stereo not drawn),10,4,2%,0%,19,9%,1%,-8,?,-3%
COC(=O)c1cc(C)nc2c1c(C)nn2-c1ccccc1,-14,-2,-3%,8%,1,0%,5%,-9,10%,13%
O=C(NCc1ccco1)C1CC(O)CN1C(=O)Nc1ccccc1 (stereo not drawn),10,11,0%,8%,-5,2%,7%,-8,0%,-2%
O=C(c1cc([N+](=O)[O-])cc([N+](=O)[O-])c1)N(c1ccccn1)c1ccccn1,6,5,1%,1%,-25,-1%[46.1 µM],5%,-1,9%,0%
CC1CCN(C(=O)c2cc3nc(C4CC4)cc(C(F)(F)F)n3n2)CC1,-6,-5,4%,-1%,-3,1%[46.1 µM],-13%,20,?,-1%
N=c1ccn(Cc2ccc(Cl)cc2)cc1,32,4,-2%,-17%,4,-6%,3%,15,5.2µM*,?
CCOC(=O)[C@H]1[C@H]2COc3ccccc3[C@@H]2N2C(=O)CN(Cc3ccccc3)C(=O)[C@@]12C,-7,/,1%,/,-12,-6%,-8%,1,-3%,-1%
CC(C)Cc1ccc(C#N)c(SCC(N)=O)n1,5,/,0%,2%,-6,1%,-10%,-4,7%,20%
COCCOC(=O)c1c(NC(=O)CNC2CCCc3ccccc32)sc(C(N)=O)c1C (stereo not drawn),-7,4,1%,0%,4,-6%,-10%,-10,?,1%
COC(=O)C1CCN(c2nc3ccccc3nc2C(C#N)C(=O)OCC(C)C)CC1 (stereo not drawn),-5,?,2%,5%,-5,3%,-6%,-22,/,0%
Cc1ccc(-n2c(SCc3cn4ccsc4n3)nc3ccccc3c2=O)cc1,-6,10,5%,17%,-12,-6%,-1%,-14,?,6%
CC(=O)c1cc(-c2ccccc2)n(CCC(=O)NCc2cccs2)c1C,2,3,3%,-2%,3,-4%,-11%,0,12%,-8%
CCCCC1(C)NC(=O)N(CC(=O)Nc2ccc(Cl)cc2C)C1=O (stereo not drawn),14,/,0%,/,-12,2%,3%,-9,-1%,25%
CC1CCN(S(=O)(=O)N2CCN(C(=O)c3ccc4c(c3)OCO4)CC2)CC1,3,5,0%,8%,-7,2%,3%,11,-22%,1%
COc1ccccc1N1CCN(C(CNS(=O)(=O)c2ccccc2)c2cccnc2)CC1 (stereo not drawn),1,-2,3%,0%,-1,0%,-6%,7,-16%,/
CC1(C)CC(=O)C2=C(C1)N(Cc1ccc(F)cc1)C(=O)C2(NC(=O)c1cccnc1)C(F)(F)F (stereo not drawn),11,3,3%,1%,7,-1%,-10%,4,-1%,3%
NC(=O)NCc1cccc(Cl)c1,2,-3,2%,-2%,0,-11%,14%,15,2%,0%
CNC(=O)CNC(=O)Nc1ccc(Cl)c(Cl)c1,-6,0,10%,1%,0,1%,-30%,-1,-29%,4%
CC1(C)C(c2ccccc2)=NC(c2ccc(Br)cc2)N1O (stereo not drawn),23,-2,-6%,5%,-10,4%,-11%,1,-12%,-4%
N#Cc1c(C(F)(F)F)cc(-c2cccs2)nc1SCC(=O)O,-15,-3,0%,1%,-4,-4%,-11%,-3,5%,-4%
CCS(=O)(=O)c1ccc(-c2csc(-c3ccccc3)n2)c(Cl)c1Cl,-23,22,2%,17%,5,-2%,11%,-11,-8%,0%
COc1ccc(S(=O)(=O)Nc2ccc3cn[nH]c3c2)cc1C,4,14,-1%,4%,-1,0%,-1%,6,?,3%
C=CCOc1ccnc(-c2ccccc2)n1,-9,2,5%,1%,2,2%,-9%,-12,0%,3%
O=C(/C=C/c1cccs1)Nc1ccc(Br)cn1,24,?,7%,1%,-5,-3%[46.1 µM],4%,4,?,2%
COc1ccccc1CNS(=O)(=O)c1ccc2c(c1)CC(C)N2C(=O)C1CCC1 (stereo not drawn),-9,?,-3%,7%,8,2%,-16%,-14,-21%,8%
Cc1cc(C)nc(N/N=C/c2cc3c(cc2[N+](=O)[O-])OCO3)n1,-2,1,-1%,20%,-7,6%,16%,6,-18%,5%
COC(=O)N/N=C/c1cn(CCOc2ccccc2)c2ccccc12,21,9,-8%,0%,4,5%,18%,2,-13%,9%
COc1ccc(C2CC(c3cccs3)=NN2C(=O)CSC2=NCCS2)cc1 (stereo not drawn),4,?,-4%,-1%,-12,-3%,-17%,-17,1%,9%
COc1ccc(/C=C/C(=O)C2(O)CCCCC2)cc1,-5,19,1%,2%,-3,1%,7%,-7,?,-14%
CCC(C(=O)NCCC(C)C)n1ccc2cc(S(=O)(=O)N3CCCCC3)ccc21 (stereo not drawn),-9,3,3%,-4%,-1,5%,2%,13,-19%,8%
O=C(Cc1ccccc1[N+](=O)[O-])NCCC1=CCCCC1,-3,?,0%,8%,0,1%,3%,-27,12%,1%
Cc1nn(-c2ccccc2)c2c1C(O)n1c(nc3ccccc31)S2 (stereo not drawn),32,2,0%,?,-1,-8%,-10%,-23,2.6µM*,13%
O=C(O)c1[nH]c2ccccc2c1C(c1cc(Br)ccc1O)c1c(C(=O)O)[nH]c2ccccc12,2,26,-9%,-2%,12,/,4%,5,8%,-34%
O=C(Nc1nnc(C2=COCCO2)o1)c1ccc(Cc2ccccc2)cc1,-8,0,1%,6%,4,-4%,2%,-9,?,1%
Cn1c(=O)n(C)c2cc(NC(=O)CSc3nnc(-c4ccccc4O)n3-c3ccccc3)ccc21,-4,10,3%,-6%,-1,-2%,11%,10,-10%,-1%
COc1ccc2c(c1)[N+](C)(C)C(C)(C)C=C2C,19,2,1%,15%,-7,-2%,6%,12,-4%,2%
COc1ccccc1NC(=O)CCC(=O)OCc1ccc(Br)cc1,0,13,-5%,-4%,6,12%,10%,4,-5%,-1%

# Record cards, from the list above. Screens in order: TSHR antag, TRPV1 ag, USP2a block, Mito fusion yeast, KCNH2 WT inh, TCR activator, Eya2 inh, KCNH2 3.1 block, ELG1 repair inh, A-T KAP1 phos
# Listed for CC1(C)C(c2ccccc2)=NC(c2ccc(Br)cc2)N1O (stereo not drawn) → 23, -2, -6%, 5%, -10, 4%, -11%, 1, -12%, -4%
# Listed for COC(=O)N/N=C/c1cn(CCOc2ccccc2)c2ccccc12 → 21, 9, -8%, 0%, 4, 5%, 18%, 2, -13%, 9%

# The results go on:
SMILES,TSHR antag,TRPV1 ag,USP2a block,Mito fusion yeast,KCNH2 WT inh,TCR activator,Eya2 inh,KCNH2 3.1 block,ELG1 repair inh,A-T KAP1 phos
Cc1ccc2c(c1)N(CC(=O)OCC(=O)NCc1ccccc1)C(=O)CO2,-10,2,10%,-2%,-3,8%,-4%,0,3%,2%
Cc1ccc(NC(=O)NNC(=O)c2cc3ccccc3cc2O)c(C)c1,-2,4,2%,3%,-14,7%,-2%,-10,8%,-3%
Cc1nn(C)cc1CNC(=O)C1CCC(=O)N(CC2CCCCC2)C1 (stereo not drawn),9,1,-1%,0%,7,0%,0%,-2,5%,9%
O=C(CN1C(=O)c2ccccc2C1=O)N(CCO)Cc1ccccc1,9,0,1%,-4%,0,1%,0%,7,6%,5%
Cc1[nH]nc(SCC(=O)NCc2ccc(F)cc2)c1[N+](=O)[O-],6,0,10%,-1%,4,1%[46.1 µM],-2%,-5,?,6%
CCCCn1c(Cc2ccccc2)nnc1SCC(=O)Nc1cc(C)on1,-2,1,1%,-1%,2,1%[46.1 µM],0%,2,-5%,/
COc1ccc(-c2[nH]ncc2CN2CCC(OCc3ccccn3)CC2)c(F)c1,-4,-4,1%,0%,-4,0%,1%,-5,12%,-14%
CCNC(=O)/C(C#N)=C/c1c(N2CCN(c3ccc(OC)cc3)CC2)nc2c(C)cccn2c1=O,-3,2,1%,10%,30,-3%,-9%,-6,23µM*,-6%
